GPR7 antag = antagonists of human GPR7 (neuropeptides B/W receptor 1); P48145; GPR7-expressing cells, fluorescence antagonist assay; inhibition, % at 4.4 µM; 290,000 tested, 1.1% active; AID 1861; in the data active = inhibition above about 16%, passing the limit was not always enough;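 also: cells stimulated with the agonist NPW; 0% = agonist with vehicle and 100% = vehicle without agonist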
Target sequence (P48145 whole entry, looked up): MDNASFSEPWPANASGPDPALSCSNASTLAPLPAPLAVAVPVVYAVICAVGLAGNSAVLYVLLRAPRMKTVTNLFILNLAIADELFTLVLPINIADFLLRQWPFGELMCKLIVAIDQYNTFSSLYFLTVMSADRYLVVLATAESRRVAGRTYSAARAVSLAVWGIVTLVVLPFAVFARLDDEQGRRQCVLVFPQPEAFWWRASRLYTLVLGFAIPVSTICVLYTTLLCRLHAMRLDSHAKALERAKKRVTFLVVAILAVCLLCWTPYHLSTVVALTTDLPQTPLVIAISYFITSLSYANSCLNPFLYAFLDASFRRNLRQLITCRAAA
OXTR agonist = activates the human oxytocin receptor. CHO-OTR cells, Fluo-8 calcium fluorescence; normalized: DMSO 0%, oxytocin 100%. 320,000 tested, 0.32% active. activation, % at 3 µM;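 active = activation above the mean of all tested compounds plus 3 SD, cutoff set per screening run, cut at about 20% in these data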;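 also: peak over basal fluorescence ratio from a 100 s FLIPR kinetic read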
PfM18AAP inh = PfM18AAP enzyme inhibition; recombinant PfM18AAP, H-Glu-NHMec fluorogenic cleavage; inhibition, % at 7.35 µM; 290,000 tested, 1.2% active;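 active = inhibition above the campaign mean inhibition over all tested compounds plus 3 SD, cut at about 28% in these data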;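 also: 0% = plate median of test compound wells and 100% = 2 mM ZnCl2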
MEKK2mut PB1 HTS = signal of MEK5 binding to mutant human MEKK2 PB1 domain | bead flow cytometry, Alexa488-MEK5 binding to MEKK2 mutant | percent response, % at 10 µM | 290,000 tested, 0.35% active | AID 1530; in the data active = percent response above about 24%, passing the limit was not always enough; also: inactives centre near 1; some results filed as inactive read as strong as hits
NALP1 yeast inh = inhibitors of NALP1 inflammasome in yeast | S. cerevisiae NALP1/ASC/caspase-1 growth, X-gal OD620, 72 h | inhibition, % at 10 µM | 280,000 tested, 0.61% active | AID 2071; in the data active = inhibition mostly above about 24%, no sharp cut-off; inactive = mostly below about 32%; also: some compounds called inactive have numbers as strong as hits
GalR3 antag = human GalR3 antagonism; HEK293 GalR3-CNG cAMP membrane potential fluorescence; galR3 body fused to GalR1 C-terminus; 360,000 tested, 0.44% active; inhibition, % at 3 µM; O60755;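 active = inhibition above the screen-wide average plus 3 SD, cut at about 13% in these data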;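 also: forskolin and galanin both at EC90 stimulate the cells; cAMP rise reported by CNG channel membrane potential dye signal; 0% = forskolin plus galanin with DMSO and 100% = forskolin alone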
Target sequence (O60755 1-299 limits assumed): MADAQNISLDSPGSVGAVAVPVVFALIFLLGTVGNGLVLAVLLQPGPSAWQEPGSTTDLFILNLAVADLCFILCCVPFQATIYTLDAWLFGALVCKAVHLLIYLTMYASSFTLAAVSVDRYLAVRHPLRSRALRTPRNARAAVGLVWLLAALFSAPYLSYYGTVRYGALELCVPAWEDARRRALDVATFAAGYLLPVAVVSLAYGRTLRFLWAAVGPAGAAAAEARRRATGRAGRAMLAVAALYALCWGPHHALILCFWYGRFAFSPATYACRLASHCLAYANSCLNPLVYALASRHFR
V1R ag counter = V1a receptor agonism, counter-screen for OXTR agonists | 320,000 tested, 0.25% active | activation, % at 3 µM | CHO-V1R cells, Fluo-8 calcium fluorescence, agonist mode; 0% DMSO, 100% 3 nM vasopressin;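 active = activation above the mean activation of all tested compounds plus 3 SD, per screening run, cut at about 20% in these data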;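 also: signal is peak over basal fluorescence ratio across a 100 second FLIPR read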
Target sequence (P37288 whole entry, looked up): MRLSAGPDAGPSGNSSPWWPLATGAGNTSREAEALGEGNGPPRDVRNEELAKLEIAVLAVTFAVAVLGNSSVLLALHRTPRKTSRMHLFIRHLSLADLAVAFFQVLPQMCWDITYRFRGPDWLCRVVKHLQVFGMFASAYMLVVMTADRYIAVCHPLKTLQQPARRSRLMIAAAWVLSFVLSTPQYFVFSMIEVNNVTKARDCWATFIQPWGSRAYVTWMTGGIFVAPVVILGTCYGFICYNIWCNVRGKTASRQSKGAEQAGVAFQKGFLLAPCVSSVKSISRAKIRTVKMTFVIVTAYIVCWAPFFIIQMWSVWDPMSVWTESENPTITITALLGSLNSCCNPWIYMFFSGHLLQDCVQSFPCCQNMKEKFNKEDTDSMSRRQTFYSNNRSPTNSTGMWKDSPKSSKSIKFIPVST
OXTR potentiate = human OXTR potentiation; P30559; CHO-OTR cells, Fluo-8 calcium fluorescence, potentiator mode; 0% = oxytocin EC15, 100% = EC100; activation, % at 3 µM; 320,000 tested, 0.061% active;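 active = activation above that plate's cutoff, the mean activation of tested compounds plus 3 SD, cut at about 6.6% in these data, passing the limit was not always enough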;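 also: 100% uses oxytocin at 75 nM as the full agonist control; some results filed as inactive read as strong as hits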
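assay system = CHO-OTR cells, human receptor | schedule = compound 6 min at room temperature before oxytocin, 100 s read | detection = Fluo-8 intracellular calcium fluorescence, ex 470-495, em 515-575 nm | evaluation = normalized max/min fluorescence ratio, % activation | control set = EC15 oxytocin alone as 0%, 75 nM oxytocin (EC100) as 100%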
MEKK2wt PB1 HTS = raises or lowers MEK5 binding to wildtype human MEKK2 PB1 domain; binding response (% of control), % at 10 µM; bead flow cytometry, Alexa488-MEK5 binding to MEKK2 WT; actives lie on both sides; 290,000 tested, 1.1% active; in the data active = binding response below about 67% or above about 130%
An asterisk follows results filed as active; . = not tested or not shown. Outcome played no part in choosing rows; about 4.1% have a hit in one of these screens.

Each structure is followed by: GPR7 antag	OXTR agonist	PfM18AAP inh	MEKK2mut PB1 HTS	NALP1 yeast inh	GalR3 antag	V1R ag counter	OXTR potentiate	MEKK2wt PB1 HTS
C[C@H](CO)N1C[C@H](C)[C@@H](CN(C)Cc2ccc(C(=O)O)cc2)Oc2ccc(NS(=O)(=O)c3cn(C)cn3)cc2C1=O
    .	1.2	.	.	.	1	4.7	-5	.
COc1ccc(NC(=O)CC2C(=O)N(c3ccc(OC)cc3)C(=O)N2C(C)C)cc1 (configuration not stated)
    14	-0.1	6	3	-4	-8	-0.1	-5	104
Cc1ccc(O)c(-c2cc(C(F)(F)C(F)F)[nH]n2)c1
    -13	5.4	3	-12	-3	-5	3.9	-12	89
Cc1noc(C(=O)N2CCN(c3ccccc3)CC2)c1Cl
    2	-0.7	4	1	15	.	0.5	-7	100
CCOc1ccc2nc(NCCNC(=O)CC)c(C#N)cc2c1
    -7	-2.0	5	-1	28	-5	-0.1	-3	93
COc1ccccc1-c1nnc(C2CCN(S(=O)(=O)c3ccc([N+](=O)[O-])cc3)CC2)o1
    21*	6.7	-8	-1	7	2	14	-10	95
CCCCN(CCCC)S(=O)(=O)c1ccc(C(=O)Nc2nnc(COC)o2)cc1
    -14	-1.6	-3	1	-1	.	-1.1	2	88
COc1ccc2oc(C)c(C(=O)c3ccc([N+](=O)[O-])cc3)c2c1
    -4	-2.9	-1	2	33	-4	-0.2	-8	102
CC1CN(c2ccccc2)C(=O)CS1 (configuration not stated)
    -12	0.4	-4	-2	2	0	-1.0	-1	99
CCn1ccnc1CN(C)Cc1c(C(=O)N2C[C@@H](C)O[C@@H](C)C2)nc2ccc(Cl)cn12
    -6	.	-8	4	-3	-3	.	.	103
NC(=O)c1cc2ccccc2o/c1=N/NC(=O)c1ccccc1
    -8	0.0	26	-1	-20	-7	-0.8	4	97
c1ccc2c(c1)NC1(CCCC1)n1c-2nc2ccccc21
    -12	-1.6	5	6	-2	-1	-0.2	-3	104
CC(C)CC(C)NNC(=O)c1cc2ccccc2[nH]1 (configuration not stated)
    23	0.4	2	4	-7	-8	0.6	-5	106
Cc1ccn2c(NC(=O)c3ccccc3)c(-c3cccs3)nc2c1
    -12	-0.2	-13	8	6	-4	0.4	-8	109
COc1cccc(/C=N/NC(=O)c2ccc(=O)n(C)c2)c1O
    -14	0.5	3	-2	-1	3	1.2	-2	90
COc1ccc(C(=O)NC2CCN(C(=O)Nc3ccccc3Cl)CC2)cc1
    -5	0.6	-6	-2	2	-3	2.4	-4	80
CN(C)C(CNC(=O)c1ccc(-c2ccccc2)cc1)c1ccccc1 (configuration not stated)
    -1	2.0	3	12	18	-4	2.9	-6	118
COc1cc(CCC(=O)OCC(=O)N2CC(=O)Nc3ccccc32)cc(OC)c1OC
    .	0.3	.	.	.	0	0.6	-4	.
CC1CCN(C(=O)CSc2nnc(CNC(=O)c3ccco3)o2)CC1
    -4	-0.5	0	1	-4	-3	-0.6	-1	96
COCCNC(=O)C1CCC(CNS(=O)(=O)c2c(C)cc(C)cc2C)CC1 (configuration not stated)
    -4	0.1	-9	-2	16	-12	1.7	-21	104
C1CCN(c2nc3nonc3nc2NCC2CCOCC2)CC1
    -6	-0.2	0	-4	-8	.	-0.8	-10	94
COc1cnc(SCc2ccc(Cl)cc2)nc1Cl
    7	-1.4	2	0	-10	-1	-0.9	-5	101
O=c1c2ccccc2[nH]c(=S)n1CCN1CCCCC1
    5	-0.5	0	3	17	-3	-0.6	-12	106
C[N+](C)(C)C[C@H](O)CC(=O)[O-]
    .	1.2	.	.	.	-1	2.0	3	.
Cc1ccc(C(c2nnnn2CS(=O)(=O)c2ccc(C)cc2)N2CCC(C)CC2)cc1 (configuration not stated)
    -1	0.6	-1	-5	37	-4	0.3	-16	94
CCOC(=O)N1CCC(NC(=O)C(CC(C)C)NC(=O)C2CCC(C)CC2)CC1 (configuration not stated)
    3	-1.9	3	-1	11	0	-0.2	-8	95
Cc1ccc(N)cc1O
    .	1.0	.	.	.	1	1.2	-4	.
Cc1ccc(CNC(=O)CCCc2cn(C)c3ccccc23)cc1
    -9	-1.8	-1	3	8	-9	-2.1	6	103
O=S(=O)(c1ccc(SCCO)nc1)N1CCOCC1
    .	0.3	.	.	.	-3	0.7	-5	.
CCCNC(=S)NNC(=O)c1cc(-c2cccnc2)nc2ccccc12
    -7	1.1	10	4	0	-1	1.2	0	107

An excerpt of these results, as labelled records.
mol: O=S(=O)(c1ccc(SCCO)nc1)N1CCOCC1
  GPR7 antag = .; OXTR agonist = 0.3; PfM18AAP inh = .; MEKK2mut PB1 HTS = .; NALP1 yeast inh = .; GalR3 antag = -3; V1R ag counter = 0.7; OXTR potentiate = -5; MEKK2wt PB1 HTS = .

mol: CCCNC(=S)NNC(=O)c1cc(-c2cccnc2)nc2ccccc12
  GPR7 antag = -7; OXTR agonist = 1.1; PfM18AAP inh = 10; MEKK2mut PB1 HTS = 4; NALP1 yeast inh = 0; GalR3 antag = -1; V1R ag counter = 1.2; OXTR potentiate = 0; MEKK2wt PB1 HTS = 107

New compounds follow:
Each structure is followed by: GPR7 antag	OXTR agonist	PfM18AAP inh	MEKK2mut PB1 HTS	NALP1 yeast inh	GalR3 antag	V1R ag counter	OXTR potentiate	MEKK2wt PB1 HTS
COc1cccc(/C=C/C(=O)Nc2ccc(C(=O)Nc3cccc(S(N)(=O)=O)c3)cc2)c1OC
    -2	-1.4	1	-2	5	-7	-0.2	-14	105
Cc1ccccc1OC(C)C(=O)Nc1ccc2c(c1)OCO2 (configuration not stated)
    -2	-1.4	1	6	6	2	1.2	-7	101
Nc1[nH]nc2nc3ccccc3cc12
    0	-0.8	4	-3	8	8	-0.2	-11	95
CC(/C=C/c1ccco1)=N/NC(=O)C1COc2ccccc2O1 (configuration not stated)
    -8	-0.8	2	12	.	1	-0.2	-5	101
CCOC(=O)c1cc2cc3ccccc3cc2[nH]1
    6	8.9	0	1	-69	-6	5.3	-6	101
Cc1ccccc1C(=O)NCc1nnc(SCC(=O)N2c3ccccc3Sc3ccccc32)n1C
    0	-2.9	-2	-4	5	-7	0.0	-9	103
O=C(Nc1ccccc1)/C(=C\c1ccccc1)NC(=O)c1ccco1
    -1	-0.1	2	-9	.	-6	1.2	-7	97
Cc1cc(C)nc(NS(=O)(=O)c2ccc(NC(=O)c3cc(=O)c4ccccc4o3)cc2)n1
    -3	-0.9	5	7	8	-6	1.3	1	99
FC(F)(F)c1nnc(N2CCN(c3ccc(Cl)cc3)CC2)s1
    8	-1.5	-1	-8	.	-3	7.0	-10	97
Cc1cccc(NC(=O)CSc2nnc(CNC(=O)c3ccco3)n2C)c1C
    .	1.1	.	.	.	1	-1.1	-1	.
O=C(O)COc1ccc(/C=N/NC(=O)/C(=C/C=C/c2ccccc2)NC(=O)c2ccccc2)cc1
    -13	0.4	-4	1	6	-5	0.9	-6	101
Cc1cccc(-c2cccc(NC(=O)C3CCCN(Cc4cccnc4)C3)c2)c1 (configuration not stated)
    15	.	2	-1	19	-3	.	.	110
Cc1n[nH]c(=O)c2c(NC(=O)COC(=O)c3ncc(Cl)c(Cl)c3Cl)oc(C)c12
    .	-0.1	.	.	.	1	-0.2	2	.
O=C(Cc1ccccc1)Nc1ccc(C(=O)NCC2COc3ccccc3O2)cc1 (configuration not stated)
    6	1.7	6	9	27	-11	2.5	-4	113
CC1CCCCN1C(=O)Cn1cc(/C=C2/C(=O)Nc3ccccc32)c2ccccc21 (configuration not stated)
    -7	.	-10	0	23	.	.	.	92
C=CCn1c(SCC(=O)NCCOC)nnc1-c1cc2c(s1)CCC(CC)C2 (configuration not stated)
    -12	-2.3	3	15	1	-4	-1.2	-4	107
CC(OC(=O)C(C)Oc1ccccc1)C(=O)Nc1ccc(S(=O)(=O)N2CCCCC2)cc1 (configuration not stated)
    .	4.7	.	.	.	-7	5.3	-7	.
CN(C(=O)C(=O)c1cn(CC(=O)N2CCCC2)c2ccccc12)C1CCCCC1
    -2	-0.7	4	5	21	-4	2.1	-9	108
COc1ccc(-n2nnc3c(SCC(=O)OCc4ccccc4)ncnc32)cc1
    -8	-0.2	1	1	11	0	-0.4	-11	100
CCN(c1ccc(C)c(C)c1)S(=O)(=O)c1c(C)[nH]c(=O)[nH]c1=O
    -9	1.6	0	-2	12	-5	1.6	-7	97
CCOC(=O)c1c(C)n(C)c2ccc(OCC(O)CN3CCN(C)CC3)cc12 (configuration not stated)
    -3	-1.1	8	8	-1	-3	2.1	4	125
c1ccc(C2CSc3ccccc3N2)cc1 (configuration not stated)
    21	0.0	41*	0	9	-10	-0.4	-10	96
Cc1ccc(S(=O)(=O)N2[C@@H](c3ccc(Cl)cc3)C(C(=O)O)=C[C@H]2CC2CCCC2)cc1
    .	-0.5	.	.	.	-8	-0.4	-5	.
CCC(C)[C@H](NC(=O)NCc1ccc(F)cc1)C(=O)O (some centres not stated)
    6	0.5	-13	0	10	-6	-1.0	6	95
COc1ccc([N+](=O)[O-])cc1NC(=O)COC(=O)/C=C/c1ccco1
    -1	-1.0	7	3	38	-5	1.2	-10	110
CC(=O)c1c(C(C)=O)c(C)n(-c2nc(-c3ccc(Br)cc3)c(C)s2)c1C
    3	-1.6	4	-3	14	-3	-1.8	-2	99
COc1ccc(-c2nn(-c3ccccc3)cc2/C=N/N2C(=O)CSC2=S)cc1
    2	-0.3	26	-1	-3	2	-0.5	-7	95
CCCC(=O)Nc1nc2ccc(C(=O)OCC)cc2s1
    -8	-1.0	1	13	34	-2	-0.5	-6	117
CC1Cc2ccccc2N1C(=O)Cn1nc(C(=O)O)c2ccccc2c1=O (configuration not stated)
    -12	-2.1	-13	4	15	-1	-0.7	-11	97
CCOc1ccc2c(=O)c(-c3ccc4c(c3)OCCCO4)c(C)oc2c1
    3	-0.9	1	-1	24	9	1.3	0	92
CC(NS(=O)(=O)c1ccc(Br)cc1)C(=O)NCc1ccco1 (configuration not stated)
    -6	0.4	3	.	15	-5	-0.1	-5	.
Cc1ccc2[nH]cc(C(=O)CN3CCN(c4ccccn4)CC3)c2c1
    -8	3.4	7	14	2	1	1.1	-6	108
COC(=O)c1cn(N(C)c2ncc(C(F)(F)F)cc2Cl)c(=O)c2ccccc12
    -14	-1.8	-6	-1	8	-5	0.1	2	90
COc1ccc(-c2csc3ncnc(N4CCN(c5cccc(C)c5C)CC4)c23)cc1
    1	-0.2	0	-2	1	0	0.8	-3	95
C=CCn1c(CCc2ccccc2)nnc1SCC(=O)OC
    -9	-0.6	-6	3	.	-3	0.2	-10	101
Cc1nc2ccccc2c(=O)n1-c1cccc(NC(=O)c2cccs2)c1
    .	-1.6	.	.	.	-5	-1.4	0	.
COc1cccc(/C=C(\C#N)C(=O)NC2CCS(=O)(=O)C2)c1 (configuration not stated)
    1	0.3	-8	6	.	1	0.4	-12	102
COc1ccc(CNC(=O)c2ccccc2NC(=O)C2=CSCCO2)c(OC)c1
    -3	-1.9	-7	6	-1	-7	-0.4	-1	105
COc1cccc(N=Cc2c(O)c3ccccc3oc2=O)c1
    28*	-0.9	21	-1	-19	-13	-0.4	-7	101
COc1ccc(OCc2cccc(C(=O)Nn3cc([N+](=O)[O-])cn3)c2)cc1
    9	8.1	-4	3	15	-5	8.1	-3	101
CC(OC(=O)CCCN=C1NS(=O)(=O)c2ccccc21)C(=O)Nc1ccc(F)c(F)c1F (configuration not stated)
    .	2.4	.	.	.	2	1.9	-3	.
